# PrPC surface inh: cell surface PrPC inhibition, primary TR-FRET screen; P04156; TR-FRET read-out; inhibition, % at 13.8 µM; actives 0.43% (n = 370,000); AID 720596; in the data active = inhibition above about 24%; also: 0% = median of the test wells and 100% = reference compound wells
# BH1578 lux ind: induces V. cholerae light production without autoinducers. V. cholerae BH1578 lux reporter, luminescence, 6 h. actives 0.16% (n = 350,000). activation, % at 18.7 µM; in the data active = activation mostly above about 9.7%, no sharp cut-off; also: not every result past the cut was called active; inactives centre near 0; reference of the scale not given here
# MazF activator: increases E. coli MazEF RNase cleavage of RNA; FAM/BHQ RNA-DNA oligo cleavage fluorescence, 5 h; activation, % at 20 µM; actives 0.32% (n = 350,000); AID 504720; in the data active = activation above about 50%
# Target sequence (P0AE70 whole entry, looked up): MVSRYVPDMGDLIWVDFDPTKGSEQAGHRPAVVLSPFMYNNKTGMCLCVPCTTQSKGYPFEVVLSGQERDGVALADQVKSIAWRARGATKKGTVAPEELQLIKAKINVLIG
# Yp Topo-I inh: inhibitors of Yersinia pestis topoisomerase I | Y. pestis Topo-I cleavage product accumulation, plate reader | actives 0.064% (n = 360,000) | AID 504884 | activity, % at 10 µM; in the data active = activity above about 50%, passing the limit was not always enough; also: inactives centre near 2
# SARS 3CLpro inh: SARS-CoV 3CLpro protease inhibition; recombinant SARS-CoV 3CLpro, quenched FRET peptide cleavage; inhibition, % at 6 µM; actives 0.14% (n = 290,000); AID 1706; in the data active = inhibition above about 12%
# CCHF vOTU inh: blocks the CCHF virus ovarian tumor domain protease; AID 651958; CCHFV vOTU protease, Pep-AMC fluorescence; actives 0.55% (n = 370,000); inhibition, % at 11.5 µM; in the data active = inhibition above about 30%; also: 0% = vehicle wells with enzyme and 100% = no enzyme wells
# Rv3671c inh: inhibits the M. tuberculosis serine protease Rv3671c; P9WHR9; inhibition, % at 5.96 µM; actives 0.048% (n = 320,000); in the data active = inhibition above about 38%;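 also: extracellular domain of Rv3671c used as enzyme; 0% = enzyme with DMSO and 100% = no enzyme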
# Target sequence (P9WHR9 whole entry, looked up, the tested form may be a part): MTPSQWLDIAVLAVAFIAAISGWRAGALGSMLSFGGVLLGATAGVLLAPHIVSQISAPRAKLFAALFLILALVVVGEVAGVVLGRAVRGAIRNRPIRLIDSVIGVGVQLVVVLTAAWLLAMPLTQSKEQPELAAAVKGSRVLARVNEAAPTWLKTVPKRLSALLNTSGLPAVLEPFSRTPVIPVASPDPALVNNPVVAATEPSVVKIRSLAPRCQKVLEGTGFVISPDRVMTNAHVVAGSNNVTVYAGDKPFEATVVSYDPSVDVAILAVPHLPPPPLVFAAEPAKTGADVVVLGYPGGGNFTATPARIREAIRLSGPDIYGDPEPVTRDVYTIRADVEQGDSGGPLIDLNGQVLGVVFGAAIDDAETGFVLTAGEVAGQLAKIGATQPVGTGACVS
# TcdB GH inh: blocks C. difficile toxin B glycohydrolase activity; TcdB glycohydrolase enzymatic assay, plate reader; inhibition, % at 9.99 µM; actives 0.24% (n = 350,000); P18177; in the data active = inhibition above about 10%
# VHR inh abs: blocks human VHR1 dual specificity phosphatase; inhibition, % at 13.3 µM; recombinant VHR phosphatase, pNPP absorbance; P51452; actives 0.52% (n = 290,000); in the data active = inhibition above about 50%; also: some compounds called inactive have numbers as strong as hits
# Target sequence (P51452 whole entry, looked up): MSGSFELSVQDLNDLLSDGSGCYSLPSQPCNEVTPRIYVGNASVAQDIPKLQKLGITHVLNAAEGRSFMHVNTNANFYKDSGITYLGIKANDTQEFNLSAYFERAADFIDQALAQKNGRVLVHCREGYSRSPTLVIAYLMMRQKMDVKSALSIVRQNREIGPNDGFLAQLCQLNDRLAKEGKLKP
# PriA SSB inh: blocks PriA binding to SSB C-terminal tail; AlphaScreen SSBct-PriA binding, biotinylated peptide; inhibition, % at 33 µM; actives 0.6% (n = 430,000); AID 1272365; in the data active = inhibition mostly above about 37%, no sharp cut-off; inactive = mostly below about 20%;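 also: plate controls were negative control peptide for no effect and reference peptide for full effect; strong numbers were not always called active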
# * hit, by the source's call; i = inactive; x = no result given. A portion of the library (hit frequency here may not be typical).
Structure,PrPC surface inh,BH1578 lux ind,MazF activator,Yp Topo-I inh,SARS 3CLpro inh,CCHF vOTU inh,Rv3671c inh,TcdB GH inh,VHR inh abs,PriA SSB inh
O=C(Cn1nnc(-c2ccccc2)n1)N/N=C/c1cccc([N+](=O)[O-])c1O,3,i,1,-10,-2,-1,3,-0.1,44,x
O=C(Cn1cnc2c(cnn2-c2ccccc2)c1=O)N1CCN(c2ccc(F)cc2)CC1,1,-0.6,-5,1,-9,-4,-6,x,3,-5
Cc1cnccc1CN(C)Cc1nc(Cc2ccccc2Cl)no1,14,2.1,2,2,1,5,-15,1.1,8,-3
C=CCNC(=O)c1onc(CSc2ccc(C)c(C)c2)c1C(=O)O,-3,0.3,0,-7,6,5,2,-2.6,8,4
CCCCOC(=O)C1=C(C)NC2=C(C(=O)CCC2)C1c1cc(OC)ccc1OC (stereo unspecified),-5,0.5,6,-1,-5,-5,-19,x,8,-9
CN(CC/C=C1/c2ccccc2CSc2ccccc21)CCCO,11,-0.3,6,-6,3,-8,2,x,-1,3
Cc1ccc(S(=O)(=O)N2CCN(C(=O)CN3C(=O)c4ccc([N+](=O)[O-])cc4C3=O)CC2)c(C)c1,-5,i,7,-12,x,-1,9,0.9,x,7
CC(=O)c1ccc(Nc2nc(C(N)CC(C)C)cs2)cc1 (stereo unspecified),12,-0.1,x,-2,x,14,x,1.2,x,x
O=C1CSC(=S)N1c1cccc(Br)c1,5,-13,7,-5,-1,-6,-34,0.8,7,-7
COC(=O)C1=C(c2ccc(-c3ccccc3)c(F)c2)C[C@@H]2CC[C@H]1N2C(=O)NCc1ccc(F)cc1,15,1.5,-1,22,x,26,-11,-3.2,x,0
O=C(Nc1cccnc1)c1ccc(N2CCOCC2)c([N+](=O)[O-])c1,-11,-2.4,2,1,-1,10,x,-2.1,20,-3
Cc1ccc(C)c(NC(=S)NNC(=O)c2csc3c2CCC(C)C3)c1 (stereo unspecified),-6,i,-21,12,8,-9,2,x,-13,13
COc1ccc(N2C(=O)CSC23C(=O)N(CC(=O)NC2CCCC2)c2ccccc23)cc1 (stereo unspecified),7,-0.2,3,9,4,2,-1,-0.1,6,-11
CC1(C)CC(=NO)CC(C)(C)N1,1,i,3,3,-2,9,4,x,6,-14
CC(=O)Nc1cc2c3c(c1)CCN3C(=O)CC2,0,-0.4,-16,-6,-2,-2,-10,-1.5,56*,-2
Cc1cccc(C)c1NC(=O)CSc1nnc([C@@H]2CCCN2C(=O)OC(C)(C)C)o1,2,-0.1,13,-4,1,-3,1,x,5,-4
CC(=O)Nc1ccccc1NC(=O)c1ccc2c(c1)OCO2,-6,i,-5,2,x,-5,x,1.1,x,x
CCCc1cc(=O)oc2cc(OCC(=O)NCCc3c[nH]c4ccc(OC)cc34)ccc12,2,-0.5,-2,20,-1,2,-7,1.4,9,10
CC(C)(C)C1CCc2c(sc3nc(SCC(=O)O)nc(N)c23)C1 (stereo unspecified),3,-0.6,-7,9,5,2,-4,-3.5,4,-2
CN(C)Cc1csc(Nc2ccc(C(=O)c3ccccc3)cc2)n1,-13,-0.4,x,-6,x,17,x,0.1,x,x
Cc1cn(CC(=O)NCc2ccc(N(C)C)cc2)c(=O)[nH]c1=O,0,i,11,1,x,3,x,0.7,x,-4
COc1cc(C(=O)NCCC(=O)NC2CCCCC2)cc(OC)c1OC,0,-1.0,10,0,2,3,0,1.3,-9,4
CCN(c1ccccc1)S(=O)(=O)c1cc(NC(=O)Nc2ccccc2C#N)ccc1Cl,9,-0.4,1,3,-1,-6,-24,1.0,-10,-1
CCOC(=O)CC1=NN(c2ccccc2)C(=O)C1=c1sc(=C2SC(C)=C(C)N2CC)c(=O)n1CC,-5,i,-36,2,x,-9,x,0.2,x,-11
COC(=O)NNC(=O)C12CC3CC(CC(C3)C1)C2,7,i,-10,-3,-1,26,-4,-5.9,5,1
NC(=O)c1cc([N+](=O)[O-])ccc1NCc1ccc(N)cc1,-19,-0.6,-2,-2,x,9,3,0.1,x,14
O=C(CCn1c(=O)sc2ccccc21)NC1=NCCS1,-2,i,1,-2,5,3,-7,0.5,-8,-16
O=C(Nc1ccc2c(c1)OCO2)[C@@H]1[C@@H]2C(=O)N(C3CCCCC3)C(=O)[C@@H]2C2c3ccccc3C=CN21 (stereo partly specified),-3,x,x,x,0,23,-9,x,9,x
Cc1ccc(N2CC(C(=O)NC3CCC(C)CC3)CC2=O)cc1 (stereo unspecified),-4,i,1,8,1,6,-7,0.1,14,-3
O=C(CSC(=S)N1CCOCC1)Nc1nc(-c2ccccc2)c(-c2ccccc2)o1,-1,-0.7,-2,-2,2,2,-1,x,24,-15
O=S(=O)(NCc1cccnc1)c1ccc(Cl)c(Cl)c1,3,x,-2,-2,0,0,3,0.5,22,-15
CCOC(=O)C1=C(COc2ccccc2)NC(=O)NC1c1ccc2ccccc2c1 (stereo unspecified),1,x,8,x,x,-11,-18,1.1,x,-1
Cc1ccc2c(c1)C1CN(C)CCC1N2C(=O)c1cccnc1Cl (stereo unspecified),-4,i,2,5,4,-5,-1,0.1,21,-7
CC(C)COC(=O)N1CC(O)CC1C(=O)O (stereo unspecified),-5,x,1,5,6,-9,-29,x,21,-22
CO[C@@H]1[C@@H](OC(N)=O)[C@@H](O)[C@H](Oc2ccc3c(O)c(NC(=O)c4ccc(O)c(CC=C(C)C)c4)c(=O)oc3c2C)OC1(C)C,7,-0.5,x,0,x,-2,x,-0.7,x,x
CCCN1CC=C2C(C#N)=C(N)C(C#N)(C#N)C(c3cccc(OC)c3OC)C2C1 (stereo unspecified),-13,i,-265,0,-2,-8,-7,x,0,17
COCCSc1ccccc1C(=O)NCCc1ccccc1,6,-0.3,6,11,0,9,0,-1.6,11,4
O=C(N/N=C/c1cc2c(cc1Br)OCO2)C1COc2ccccc2O1 (stereo unspecified),2,-0.7,-4,22,5,-13,-10,0.9,19,x
O=C(CN1CCN(Cc2cccc(F)c2)CC1)Nc1ccccc1F,-1,-0.8,7,9,2,-7,9,0.5,19,-5
CCOC(=O)CN1C(=N)N(c2nc(NC(C)C)nc(NC(C)C)n2)CC1=O,1,7.7,-3,-5,-2,1,3,x,18,-4
Cc1ccccc1-n1c(O)cc(=O)[nH]c1=S,0,i,-5,4,-7,4,-12,0.3,19,-10
Cc1nc2ccccc2c(C)c1CC(=O)OC(C)C(=O)NC1(C#N)CCCCC1 (stereo unspecified),2,i,2,11,x,-4,-5,0.0,x,2
COc1ccc(C)cc1NC(=O)c1ccc(NS(=O)(=O)c2cccs2)cc1,4,-0.3,-3,3,7,3,-20,0.2,28,13
O=C(Nc1nnc(SCc2c(Cl)cccc2Cl)s1)c1cccc([N+](=O)[O-])c1,1,-0.6,-15,0,3,-17,5,-0.1,-4,5
Oc1ccccc1-c1nnc2n1CCCCC2,0,0.6,6,1,-5,-15,x,1.0,24,-4
CS(=O)(=O)N(CCc1ccccc1)CC(=O)NCc1ccco1,1,i,-18,0,6,1,6,x,10,-16
CCCCNc1ccc(C(F)(F)F)cc1S(=O)(=O)NCCc1ccc(F)cc1,23,-1.5,3,-7,x,25,x,1.5,x,-7
COc1ccccc1CNC(=O)COC(=O)CNS(=O)(=O)c1ccc(NC(C)=O)cc1,4,i,8,5,x,-9,-1,1.0,x,-11
CC1CCN(C(=S)NC(=O)c2ccccc2Br)CC1,4,4.5,4,-1,0,10,0,1.2,26,9
Cn1cc(S(=O)(=O)N2CCOCC2)cc1C(=O)O,-6,0.8,8,4,x,-8,-1,0.3,x,-5

# New compounds follow:
Structure,PrPC surface inh,BH1578 lux ind,MazF activator,Yp Topo-I inh,SARS 3CLpro inh,CCHF vOTU inh,Rv3671c inh,TcdB GH inh,VHR inh abs,PriA SSB inh
CC(=O)NC(C(=O)c1ccccc1)N1CCCCC1 (stereo unspecified),-8,i,-22,-20,-9,-7,-3,1.6,8,6
Cc1ccc(CN2CCN(Cc3cccc(OCCO)c3)CC2CCO)o1 (stereo unspecified),-1,i,11,-1,-3,-6,-3,-4.1,30,1
O=C(O)CCCSc1nccn1-c1ccccc1,-1,-0.5,9,-4,0,5,3,-0.1,20,-9
CN1CCN(S(=O)(=O)c2ccc(Br)c3ccccc23)CC1,9,-0.2,-23,0,1,2,-1,-5.1,-4,0
CC1CC1C(=O)Nc1nc(-c2ccc(Cl)s2)cs1 (stereo unspecified),11,-0.3,9,-1,1,8,-6,0.1,-13,1
COCCN1Cc2cc(=O)n3c([nH]c4ccccc43)c2C1=N,3,i,-5,-13,3,-344,4,4.3,6,-3
COCCN(C(=O)c1ccc(C)o1)c1c(N)n(CC(C)C)c(=O)[nH]c1=O,5,i,-8,-3,x,-9,-1,0.5,x,-7
COc1ccc(N2CCN(C(=O)c3cn(C)c4ccc(S(=O)(=O)N5CCOCC5)cc4c3=O)CC2)cc1,-8,1.0,6,-2,4,5,3,1.0,32,-14
Cc1cc(C)cc(NC(=S)NC2CC3CCCC(C2)N3C2CCCC2)c1 (stereo unspecified),4,i,8,4,-2,-12,4,1.0,-1,5
Cc1ccc(SCC(=O)NNC(=O)C2CCCCC2)cc1,-5,i,-3,4,1,-4,2,x,28,-10
O=C(c1ccc(-c2ccccc2)cc1)N1CCN(c2ccccn2)CC1,-1,-0.4,-7,31,4,0,-3,-0.9,-3,3
CC(=O)c1cccc(NC(=O)NC(C)c2ccc3c(c2)OCO3)c1 (stereo unspecified),4,0.1,-1,6,-5,-12,-9,0.2,-2,-11
COc1ccc(NC(C)C(=O)Nc2ccc(C#N)cc2)cc1Cl (stereo unspecified),6,-3.1,1,-7,-1,-1,-5,x,-1,9
CCOc1ccc(S(=O)(=O)Nc2ccc(C(=O)N3CC(C)OC(C)C3)cc2)cc1 (stereo unspecified),1,-0.7,3,3,x,11,0,5.6,x,-11
CCNC(=O)C1(C)CCN(Cc2ccc(C(=O)OCC)o2)C1 (stereo unspecified),6,-0.4,x,2,x,4,x,0.6,x,x
CCCCn1c(Cc2ccccc2)nnc1SCC(=O)Nc1cc(C)on1,1,-0.4,7,4,1,4,-9,x,4,-19
S=C(Nc1ccc2cn[nH]c2c1)Nc1ccc(Cl)cc1Cl,7,-0.5,5,-11,3,-4,5,1.6,-3,2
OCC1(CCc2ccccc2)CCN(Cc2ccc3nsnc3c2)CC1,-4,0.2,0,9,0,-12,4,-0.3,30,-7
CSc1nsc(SCC(=O)Nc2ccc(F)cc2)n1,4,0.9,7,-1,3,3,-2,1.9,22,-1
COc1ccc(S(=O)(=O)Nc2ccccc2C(=O)N2CCOCC2)cc1Cl,-1,-2.2,2,0,0,3,6,-1.5,18,-6
O=C1COc2ccc(C(=O)c3ccccc3C(=O)NCc3ccco3)cc2N1,0,-0.4,-2,5,-8,6,6,x,7,11
Cc1cc(-c2nnc(SCC(=O)Nc3nc(-c4ccccc4)cs3)o2)no1,1,-0.3,-4,-1,3,-1,3,-0.9,30,-10
Cc1nc(-c2coc3cc(OCC(=O)O)ccc3c2=O)cs1,8,-0.5,12,8,-8,-4,-5,x,10,-8
CCCCCNC(=O)C(=O)C1C(=O)Nc2ccccc21 (stereo unspecified),-4,-0.8,-8,-6,6,-7,0,0.4,5,-1
COc1ccc(Cl)cc1Cn1c(C)c(C(=O)NCc2ccc(C#N)cc2)sc1=O,-6,i,x,27,x,2,x,1.2,x,x

# Filtered by structure: those above with a tert-butyl group (2)
Structure,PrPC surface inh,BH1578 lux ind,MazF activator,Yp Topo-I inh,SARS 3CLpro inh,CCHF vOTU inh,Rv3671c inh,TcdB GH inh,VHR inh abs,PriA SSB inh
Cc1cccc(C)c1NC(=O)CSc1nnc([C@@H]2CCCN2C(=O)OC(C)(C)C)o1,2,-0.1,13,-4,1,-3,1,x,5,-4
CC(C)(C)C1CCc2c(sc3nc(SCC(=O)O)nc(N)c23)C1 (stereo unspecified),3,-0.6,-7,9,5,2,-4,-3.5,4,-2
